All columns: NCI-60 one-dose screen, growth in % after 48 h at 10 µM unless noted; 100 = growth as untreated, 0 = no growth, -100 = all killed.
T-47D = T-47D breast cancer; AID 1794792; 79,000 tested, 5% active
HS 578T = HS 578T breast cancer. 78,000 tested, 4.1% active. AID 1794788
UACC-62 = UACC-62 melanoma; 81,000 tested, 5.4% active
BT-549 = BT-549 breast cancer | 78,000 tested, 4.4% active
LOX IMVI = LOX IMVI melanoma | 79,000 tested, 7.4% active | AID 1794757
SK-MEL-2 = SK-MEL-2 melanoma; AID 1794763; 77,000 tested, 4.7% active
MALME-3M = MALME-3M melanoma; 78,000 tested, 5.8% active
UACC-257 = UACC-257 melanoma; 78,000 tested, 4.4% active
Numbers without * were called inactive; / = not tested or not shown; & = joins results of further samples; ! = repeats disagree. Rule for the calls: active = growth percent below 10; inactive = the rest.

Start of the data: the first 3 compounds (preview)
1) Cc1ccc(NC(=S)NNC(=O)c2cn3c4c(c(N5CCN(C)CC5)c(F)cc4c2=O)OCC3C)cc1 (configuration not stated)
2) CC1(C)N=C(N)N=C(N)N1c1ccc(F)c(C(F)(F)F)c1
3) C/C=C1\SC(=S)NC1=O
compound no.	1	2	3
T-47D	108	91	93
HS 578T	103	99	104
UACC-62	99	24	98
BT-549	78	62	96
LOX IMVI	124	21	101
SK-MEL-2	110	54	111
MALME-3M	97	74	93
UACC-257	116	25	95

This part in full, from the first entry:
1) Cc1ccc(NC(=S)NNC(=O)c2cn3c4c(c(N5CCN(C)CC5)c(F)cc4c2=O)OCC3C)cc1 (configuration not stated)
2) CC1(C)N=C(N)N=C(N)N1c1ccc(F)c(C(F)(F)F)c1
3) C/C=C1\SC(=S)NC1=O
4) CN(C)c1ccc(C2SCC(=O)N2NC(=O)c2ccc(NC(=O)c3ccccn3)cc2)cc1 (configuration not stated)
5) COc1ccc(C(=O)Nc2cccc(C3CC(=O)c4c(cc(OC)c(OC)c4OC)O3)c2)cc1 (configuration not stated)
compound no.	1	2	3	4	5
T-47D	108	91	93	95	7.7*
HS 578T	103	99	104	89	5.7*
UACC-62	99	24	98	87	25
BT-549	78	62	96	99	35
LOX IMVI	124	21	101	82	26
SK-MEL-2	110	54	111	107	-12*
MALME-3M	97	74	93	102	31
UACC-257	116	25	95	116	46

6) CC(=O)N(Cc1ccccc1)C1CC(=O)N(Cc2ccccc2)C1=O (configuration not stated)
7) NC1=NN(c2ccccc2)C(=O)C1
8) O=c1[nH]c(=S)[nH]cc1-c1ccc(Cl)c(Cl)c1
9) CN(CCO)Cc1ccc(Cl)cc1
10) CC(O)c1ccc(C(C)(C)C)cc1 (configuration not stated)
compound no.	6	7	8	9	10
T-47D	109	95&87	80	99	99
HS 578T	118	98&94	27	94	101
UACC-62	/	100&90	48	106	101
BT-549	/	118&110	74	106	99
LOX IMVI	105	100	104	98	99
SK-MEL-2	107	124&102	100	98	112
MALME-3M	129	111&96	90	102	91
UACC-257	94	113&97	84	116	97

11) O=C1/C(=C/c2ccccc2O)SC(=S)N1CCCN1CCOCC1
12) c1ccc2c(c1)CCN(NCCN1CCCC1)C2
13) Cn1cc(-c2cc(N)n3nc(-c4c[nH]c5ccccc45)cc3n2)c2cc(Cl)ccc21
14) Cc1oc(-c2ccc(Cl)cc2)nc1C1=NN(C(=O)c2ccncc2)C(c2ccc(F)cc2)C1 (configuration not stated)
15) NC(=O)c1ccc(NC(=O)c2cc(Br)c(Br)[nH]2)c(OC2CCNCC2)c1
compound no.	11	12	13	14	15
T-47D	66	91	-77*	100	86
HS 578T	84	86	-21*	66	90
UACC-62	99	99	-77*	81	103
BT-549	109	100	-3.6*	84	97
LOX IMVI	67	90	-83*	86	95
SK-MEL-2	/	91	-65*	99	102
MALME-3M	108	101	-78*	84	104
UACC-257	93	/	-84*	104	99

16) NC(=O)NC(CC(=O)O)C(=O)O (configuration not stated)
17) CC1(C)CC(=O)C2=C(C1)N(CCc1ccc(S(N)(=O)=O)cc1)C1=C(C(=O)CC(C)(C)C1)C2c1ccc(O)cc1
18) COc1ccc(C=NC2C(O)OC(CO)C(O)C2O)cc1 (configuration not stated)
19) Cc1ccc(S(=O)(=O)OCCN2C(=O)c3ccccc3C2=O)cc1
20) CCOC(=O)c1c(C(C)=O)c([Si](C)(C)C)c2cc(C)ccn12
compound no.	16	17	18	19	20
T-47D	113	110	101	117	107
HS 578T	99	97	100	117	96
UACC-62	102	97	104	100	90
BT-549	105	110	/	111	113
LOX IMVI	93	103	103	104	89
SK-MEL-2	98	/	107	109	125
MALME-3M	108	93	117	100	100
UACC-257	94	102	97	118	100

21) COc1ccc(-c2nc(N)nc3c(=O)[nH]ccc23)cc1
22) Oc1ccccc1-c1nc2ccccn2c1NCCN1CCOCC1
23) CCCCCCCCCC(=O)Oc1ccc(/C(=C(/C)Cc2cccc(OC)c2)c2ccc(OCCN3CCOCC3)cc2)cc1
24) CC1CC(C)CN(C(=O)c2ccc(Cl)cc2Cl)C1 (configuration not stated)
25) CCCCNC(=O)N1C(=O)CCN1C
compound no.	21	22	23	24	25
T-47D	108	/	85	100	107
HS 578T	94	90	100	106	95
UACC-62	111	95	93	107	91
BT-549	/	99	94	77	109
LOX IMVI	92	94	97	88	102
SK-MEL-2	90	106	107	106	91
MALME-3M	120	96	107	88	112
UACC-257	/	96	104	107	80

26) COC(=O)c1ccc(Nc2cc(C(C)(C)C)[nH]n2)c(N)c1
27) CCCCCCCCCCCCNC(=O)C(C)O (configuration not stated)
28) C/C(=N/Nc1ccc([N+](=O)[O-])cc1[N+](=O)[O-])c1ccccc1
29) O=C1CC(c2ccc3c(c2)OCO3)c2c(ncn2-c2ccc(F)cc2)N1 (configuration not stated)
30) CCOC(=O)CC(C(C)=O)C(=O)OCC (configuration not stated)
compound no.	26	27	28	29	30
T-47D	100	80	98	94	107
HS 578T	110	85	119	112	107
UACC-62	107	91	102	108	/
BT-549	108	108	/	94	112
LOX IMVI	97	90	107	104	98
SK-MEL-2	/	108	/	114	112
MALME-3M	117	107	110	92	/
UACC-257	116	109	115	100	95

31) N#Cc1c(-c2ccc(Cl)cc2)cc(-c2ccccc2)[nH]c1=O
32) CC(=O)Oc1cc(CN(Cc2ccccc2)C(C)=O)c(OC(C)=O)cc1CN(Cc1ccccc1)C(C)=O
33) Nc1ccc(NC(=O)c2ccc(N)cc2)cc1
34) Cc1nn(-c2ccccc2)c2ncnc(N/N=C/c3cccc(O)c3)c12
35) COc1ccc(C2c3[nH]c4ccc(Cl)cc4c3CCN2C(=O)CO)cc1 (configuration not stated)
compound no.	31	32	33	34	35
T-47D	70	95	100	18	66
HS 578T	91	89	105	57	67
UACC-62	72	102	105	33	42
BT-549	91	78	/	47	/
LOX IMVI	91	96	89	29	24
SK-MEL-2	104	84	85	23	94
MALME-3M	106	91	97	/	66
UACC-257	107	83	107	63	71

36) CCCCCCCCCCCCCCCC(=O)NCCOC(C)=O
37) O=C1C2=C(C(=O)c3ccccc31)C(O)(S(=O)(=O)O)C(O)(S(=O)(=O)O)C1N=CC=CC21 (configuration not stated)
38) N/C(=N\S(=O)(=O)c1cccc(Br)c1)Nc1nc2ccccc2[nH]1
39) COC(=O)Nc1ccc(C)c(NC(=O)OC)c1
40) Cc1ccc(C2=NNC(c3sc(Cl)nc3Cl)C2)cc1 (configuration not stated)
compound no.	36	37	38	39	40
T-47D	105	-22*!	73	105	56
HS 578T	/	13	76	96	116
UACC-62	96	46&51	54	101	90
BT-549	106	25&40	83	119	98
LOX IMVI	101	25&37	79	102	9.9*
SK-MEL-2	93	47&65	75	112	89
MALME-3M	107	62&73	116	107	78
UACC-257	97	35&71	89	110	91

Arranged by molar mass (high to low): 3 of the compounds above
38) N/C(=N\S(=O)(=O)c1cccc(Br)c1)Nc1nc2ccccc2[nH]1
36) CCCCCCCCCCCCCCCC(=O)NCCOC(C)=O
40) Cc1ccc(C2=NNC(c3sc(Cl)nc3Cl)C2)cc1 (configuration not stated)
compound no.	38	36	40
T-47D	73	105	56
HS 578T	76	/	116
UACC-62	54	96	90
BT-549	83	106	98
LOX IMVI	79	101	9.9*
SK-MEL-2	75	93	89
MALME-3M	116	107	78
UACC-257	89	97	91

Continuation.
41) COc1ccc(/C=C2\Sc3c(Br)cccc3C2=O)cc1
42) Nc1ccccc1NC(=O)c1ccc(CCCC(=O)Nc2ccc(C3CC3N)cc2)cc1 (configuration not stated)
43) O=C(OCCN(CCOC(=O)c1ccc([N+](=O)[O-])cc1)c1c[nH]c(=O)[nH]c1=O)c1ccc([N+](=O)[O-])cc1
44) CC[n+]1ccc(C(=O)OC)cc1
45) Cc1ccc(-c2cnc3sc(C(=O)NCCc4ccccc4)c(C)n23)cc1
compound no.	41	42	43	44	45
T-47D	75	7.9*	97	85	70
HS 578T	85	37	105	109	86
UACC-62	63	-25*	90	97	86
BT-549	95	47	132	87	80
LOX IMVI	90	13	96	102	84
SK-MEL-2	89	-4.5*	114	93	108
MALME-3M	84	22	127	97	96
UACC-257	102	/	104	103	120

Screen by screen, from the results shown.
Nos. 15 to 23 in T-47D: 86, 113, 110, 101, 117, 107, 108, /, 85
Nos. 15 to 23 in SK-MEL-2: 102, 98, /, 107, 109, 125, 90, 106, 107
Nos. 15 to 23 in HS 578T: 90, 99, 97, 100, 117, 96, 94, 90, 100

Next compounds:
46) C=C(C)[C@@H]1C[C@@H]2Cc3cc(Cl)ccc3N1O2
47) CCOC(=O)c1c(NCC(=O)Nc2cccc(Cl)c2)sc2c1CCCC2
48) CCN(CC)CCOC(=O)c1ccc([N+](=O)[O-])cc1
49) COc1ccc(/C=c2\nc3n(-c4ccccc4)c4nc5c(cnn5-c5ccccc5)c(=O)n4n-3c2=O)cc1
50) O=C(O)C(=O)Cc1ccccc1
compound no.	46	47	48	49	50
T-47D	106	63	/	/	/
HS 578T	96	77	114	105	110
UACC-62	95	62	100	95	93
BT-549	100	70	101	98	102
LOX IMVI	99	35	104	95	99
SK-MEL-2	130	93	114	103	102
MALME-3M	91	83	113	109	109
UACC-257	102	99	95	109	94

51) CC1=C(C)C(=O)C(N2CCN(c3ccccc3C)CC2)=C(Cl)C1=O
52) CCN(CC)c1ccc2cc(C(Nc3ccc4c(c3)OCO4)c3nnnn3C(C)(C)C)c(=O)oc2c1 (configuration not stated)
53) CCOC(=O)C1=C(C)n2nc(CC#N)c(C#N)c2NC1c1ccc([N+](=O)[O-])cc1 (configuration not stated)
54) Cc1ccc(-c2cc(-n3nnnc3-c3ccccc3)no2)cc1
55) COc1ccc(/C=N/NC(=O)c2cccc3cc[nH]c23)cc1O
compound no.	51	52	53	54	55
T-47D	91	79	103	106	41
HS 578T	102	95	105	/	15
UACC-62	88	93	97	108	33
BT-549	101	84	100	116	56
LOX IMVI	97	98	98	98	53
SK-MEL-2	117	105	99	109	52
MALME-3M	105	104	92	102	43
UACC-257	101	103	99	116	47

56) CCOP(=O)(OCC)c1nc(-c2ccc([N+](=O)[O-])cc2)oc1N(C)CCO
57) CCCC(C)NC(=O)c1ccc(OCC)cc1 (configuration not stated)
58) CN(C)C
59) O=S(=O)(Oc1ccc(OS(=O)(=O)c2ccccc2)cc1)c1ccccc1
60) CCCCN(CCCC)CC(O)c1cc(-c2ccc(Cl)cc2)nc(-c2ccc(Cl)cc2)c1 (configuration not stated)
compound no.	56	57	58	59	60
T-47D	110	94	112	69	95
HS 578T	99	95	104	97	90
UACC-62	92	103	100	75	79
BT-549	92	105	103	/	116
LOX IMVI	97	107	86	95	85
SK-MEL-2	108	/	114	94	106
MALME-3M	96	109	102	114	104
UACC-257	103	104	101	99	89

61) Cc1ccc(S(=O)(=O)Nn2c(COc3ccccc3)nc3ccccc3c2=O)cc1
62) CC1SC(c2cccc(Oc3ccccc3)c2)N(CCc2cccs2)C1=O (configuration not stated)
63) C#CCOc1cc(-c2nc3sccn3c2-c2ccnc(S(C)=O)n2)ccc1F (configuration not stated)
64) COc1ccc([C@H]2c3[nH]c4ccccc4c3C[C@H]3C(=O)N(C4CCN(Cc5c(F)cccc5F)CC4)CC(=O)N23)c(OC)c1
65) CCCCCCCCc1ccc(C(=O)Nc2ccccc2CP(=O)(O)O)cc1
compound no.	61	62	63	64	65
T-47D	94	0.2*	96	62	97
HS 578T	89	-45*	95	71	94
UACC-62	92	-71*	84	48	95
BT-549	108	-69*	102	87	112
LOX IMVI	96	-100*	97	67	103
SK-MEL-2	97	-76*	109	99	105
MALME-3M	96	-73*	104	90	89
UACC-257	100	-45*	102	85	100

66) COc1ccc(C(C)=O)c(O)c1OC
67) N#Cc1cn(-c2ccccc2)c(=O)[nH]c1=O
68) NC(=O)NC(=O)N/N=C/c1ccc([N+](=O)[O-])o1
69) CCOC(=O)c1ccc(-c2ccc3cc(OC)ccc3c2)nc1C
70) Cc1ccc(C2=CSc3ccccc3N2)c(C)c1
compound no.	66	67	68	69	70
T-47D	103	95	100	92	82
HS 578T	106	101	113	120	/
UACC-62	100	100	102	85	101
BT-549	107	98	104	104	114
LOX IMVI	105	79	83	105	96
SK-MEL-2	100	107	101	102	107
MALME-3M	94	101	90	93	90
UACC-257	106	96	97	107	/

71) COc1ccccc1/C=N\NC(=O)C[N+](C)(C)C
72) COc1ccccc1-c1cnc2c(Oc3ccc4c(C)cc(=O)oc4c3)nc(-c3ccc(Cl)cc3)cn12
73) Oc1[nH]c2cc(Cl)ccc2c1/C=c1/cc2c(c(-c3ccc(F)cc3)n1)=Nc1ccccc1-2
74) COc1cc(-n2nc(C(=O)Nc3ccc(C(=O)NO)cc3)nc2-c2ccccc2)cc(OC)c1OC
75) C[C@@H](CO)OCOCc1ccccc1
compound no.	71	72	73	74	75
T-47D	98	100	90	103	109
HS 578T	119	124	91	98	90
UACC-62	98	117	103	96	104
BT-549	100	117	104	112	100
LOX IMVI	91	106	90	97	98
SK-MEL-2	127	112	105	97	107
MALME-3M	108	128	/	86	/
UACC-257	93	107	105	/	101

Reformatted: results already given
50: O=C(O)C(=O)Cc1ccccc1
  T-47D = / | HS 578T = 110 | UACC-62 = 93 | BT-549 = 102 | LOX IMVI = 99 | SK-MEL-2 = 102 | MALME-3M = 109 | UACC-257 = 94

51: CC1=C(C)C(=O)C(N2CCN(c3ccccc3C)CC2)=C(Cl)C1=O
  T-47D = 91 | HS 578T = 102 | UACC-62 = 88 | BT-549 = 101 | LOX IMVI = 97 | SK-MEL-2 = 117 | MALME-3M = 105 | UACC-257 = 101

52: CCN(CC)c1ccc2cc(C(Nc3ccc4c(c3)OCO4)c3nnnn3C(C)(C)C)c(=O)oc2c1 (configuration not stated)
  T-47D = 79 | HS 578T = 95 | UACC-62 = 93 | BT-549 = 84 | LOX IMVI = 98 | SK-MEL-2 = 105 | MALME-3M = 104 | UACC-257 = 103

53: CCOC(=O)C1=C(C)n2nc(CC#N)c(C#N)c2NC1c1ccc([N+](=O)[O-])cc1 (configuration not stated)
  T-47D = 103 | HS 578T = 105 | UACC-62 = 97 | BT-549 = 100 | LOX IMVI = 98 | SK-MEL-2 = 99 | MALME-3M = 92 | UACC-257 = 99

Source: PubChem BioAssay
